Screening results (PubChem)
Runt-CBFb FRET: inhibitors of human RUNX1 Runt domain binding to CBFb | Q01196+Q13951 | Cerulean-Runt/Venus-CBFb FRET ratio 530/480, 1 h | inhibition, % at 20 µM | actives 0.46% (n = 220,000) | AID 1496;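 active means inhibition over about 50% at 20 µM in the single-dose screen, limit read from the data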;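 further: 0% = DMSO wells and 100% = excess unlabeled CBFb competitor control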
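Assay system: Cerulean-Runt domain / Medium: Tris 50 mM pH 7.5, KCl, K2SO4, 0.01% BSA / Timing: protein complex preformed 1 h, compound exposure 1 h, room temperature, dark / Measured by: FRET, excitation 422 nm, emission at 530 and 480 nm / Evaluation: loss of energy transfer signal / Control set: 5 µM unlabeled CBFb as full-inhibition high control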
FXIa inh 1536: blocks human coagulation factor XIa protease activity. AID 798. actives 0.14% (n = 220,000). inhibition, % at 5 µM. purified FXIa, Boc-Glu-Ala-Arg-AMC fluorogenic substrate;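 active means inhibition of at least 40%; inactive means inhibition below 40%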;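 further: fluorescence of freed AMC excited at 355 nm; 0% = enzyme without compound and 100% = no enzyme blank; many of its hits are not listed in these tables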
Hck Nef HTS: human Hck-Nef kinase inhibition; Recombinant Hck-YEEI plus Nef, Z-Lyte FRET kinase assay; inhibition, % at 20 µM; actives 0.68% (n = 220,000);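 active means Hck-Nef kinase inhibition above about 50%, limit read from the data; inactive means inhibition below that limit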;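 further: 0% = DMSO with Hck plus Nef and 100% = Hck alone without Nef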
Runt-SMMHC FRET: blocks binding of human RUNX1 Runt domain to CBFb-SMMHC; actives 0.74% (n = 220,000); Cerulean-Runt/Venus-CBFb-SMMHC FRET ratio 530/480, 1 h; inhibition, % at 20 µM; Q01196+Q13951; AID 1434;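 active means mean inhibition across duplicate retests at 20 µM reaching about 50%, limit read from the data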;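 further: 0% = DMSO wells and 100% = wells with excess untagged CBFb-SMMHC; inhibitors lower the FRET ratio by blocking Runt binding to CBFb-SMMHC; some results filed as inactive read as strong as hits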
Thrombin inh: inhibitors of human thrombin; inhibition, % at 5 µM; actives 0.26% (n = 220,000); P00734; alpha-thrombin, Boc-VPR-AMC fluorogenic substrate cleavage;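 active means inhibition at or above 40%; inactive means inhibition below 40%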;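 further: 0% = enzyme with no compound and 100% = wells without enzyme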
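Test system: human alpha-thrombin protein / Dosing: one concentration per compound, 5 µM, with 0.2% DMSO / Medium: pH 7.5 Tris-saline with Tween 20 / Benchmarks: no-compound enzyme wells and no-enzyme blanks / Read-out basis: percent inhibition of thrombin substrate cleavage / Timing: reaction at room temperature / Measured by: fluorescence, ex 355 nm, em 460 nm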
14-3-3 Bad inh: disrupts binding of bovine 14-3-3 zeta to phospho-Bad peptide; P63103; TR-FRET 14-3-3zeta/Dy647-pBad peptide displacement, 1 h; inhibition, % at 21.7 µM; actives 0.71% (n = 220,000); AID 781;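 active means inhibition above about 70%, limit read from the data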;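 further: 0% = full 14-3-3 plus peptide FRET controls and 100% = background without 14-3-3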
hK5 inh: blocks human kallikrein 5 protease activity; actives 0.59% (n = 210,000); inhibition, % at 5 µM; recombinant hK5, fluorogenic AMC substrate cleavage; AID 873; Q9Y337;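 active means inhibition of 40% or more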;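 further: 0% = enzyme controls without compound and 100% = no-enzyme blanks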
Target sequence (Q9Y337 67-293 limits assumed): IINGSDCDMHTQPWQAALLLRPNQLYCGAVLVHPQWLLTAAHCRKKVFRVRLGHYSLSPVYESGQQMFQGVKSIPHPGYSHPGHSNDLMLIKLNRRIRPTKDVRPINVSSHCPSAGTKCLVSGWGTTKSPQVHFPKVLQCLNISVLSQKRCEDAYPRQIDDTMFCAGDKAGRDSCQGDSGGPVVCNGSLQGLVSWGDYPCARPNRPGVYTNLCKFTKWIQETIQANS
FXIIa inh: factor XIIa (human) inhibition; P00748; purified FXIIa, Boc-QGR-AMC fluorogenic substrate, 2 h; inhibition, % at 5 µM; actives 0.3% (n = 220,000); in the data active means inhibition above about 40%;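 further: 0% = enzyme with no compound and 100% = blank without enzyme; many of its hits are not listed in these tables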
Wee1 stabilizer: inhibitors of human Wee1 degradation; P30291; HeLa Luc-Wee1K328M stability, luciferase luminescence; 100% = proteasome inhibitor MG132 effect; reporter increase, % at 5 µM; actives 1.2% (n = 220,000); AID 1321;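 active means activation above the mean of all tested compounds plus 3 SD, set per screening run, cut at about 8.8% in these data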;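 further: cells exposed to compound for 20 h before luminescence read; 0% = DMSO alone and 100% = MG132 at 30 µM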
Target sequence (P30291 whole entry K328M): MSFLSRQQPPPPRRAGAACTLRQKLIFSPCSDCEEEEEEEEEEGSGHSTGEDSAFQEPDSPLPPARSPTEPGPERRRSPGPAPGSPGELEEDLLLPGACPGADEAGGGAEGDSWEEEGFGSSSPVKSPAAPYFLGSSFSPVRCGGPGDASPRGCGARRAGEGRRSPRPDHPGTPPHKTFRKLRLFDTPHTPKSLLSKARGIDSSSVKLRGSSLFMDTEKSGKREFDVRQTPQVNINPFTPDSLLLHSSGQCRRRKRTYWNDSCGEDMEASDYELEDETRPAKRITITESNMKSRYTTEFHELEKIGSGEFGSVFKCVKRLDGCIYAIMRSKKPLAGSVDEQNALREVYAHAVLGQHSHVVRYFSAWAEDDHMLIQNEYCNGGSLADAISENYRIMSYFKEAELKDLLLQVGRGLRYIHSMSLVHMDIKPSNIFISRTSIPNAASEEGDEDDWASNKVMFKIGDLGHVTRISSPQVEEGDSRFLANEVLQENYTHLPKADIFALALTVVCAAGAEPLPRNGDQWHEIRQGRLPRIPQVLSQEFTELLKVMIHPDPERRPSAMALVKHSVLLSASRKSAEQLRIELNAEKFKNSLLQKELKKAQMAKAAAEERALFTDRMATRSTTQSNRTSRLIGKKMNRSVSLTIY
* marks the source's active call; other numbers are inactive results; / = not tested or not shown; [ ] = dose if it differs, or a comment.

The first 3 records, to show the layout:
FXIa inh 1536,Runt-CBFb FRET,14-3-3 Bad inh,Runt-SMMHC FRET,Hck Nef HTS,Thrombin inh,FXIIa inh,SMILES,hK5 inh,Wee1 stabilizer
-2.8,/,-8.7,/,21.2,-0.5,7.9,CCn1ncc(-c2cc(C(=O)O)no2)c1C,0.3,-3.2
0.8,2.7,6.2,-4.9,5.0,-0.6,11.6,COc1ccc(Cn2ccnc2CO)cc1[N+](=O)[O-],-0.2,0.8
-0.7,2.3,-7.6,0.3,25.1,-5.1,6.0,O=C(Nc1cccc2ccccc12)C(=O)C1C(=O)Nc2ccccc21 (stereo not given),-0.4,-0.3

All compounds of this part (from the top)
FXIa inh 1536,Runt-CBFb FRET,14-3-3 Bad inh,Runt-SMMHC FRET,Hck Nef HTS,Thrombin inh,FXIIa inh,SMILES,hK5 inh,Wee1 stabilizer
-2.8,/,-8.7,/,21.2,-0.5,7.9,CCn1ncc(-c2cc(C(=O)O)no2)c1C,0.3,-3.2
0.8,2.7,6.2,-4.9,5.0,-0.6,11.6,COc1ccc(Cn2ccnc2CO)cc1[N+](=O)[O-],-0.2,0.8
-0.7,2.3,-7.6,0.3,25.1,-5.1,6.0,O=C(Nc1cccc2ccccc12)C(=O)C1C(=O)Nc2ccccc21 (stereo not given),-0.4,-0.3
5.8,-3.7,0.2,-1.1,1.3,0.1,11.7,Cc1ccc(CC2S/C(=C(/C#N)C(=O)N3CCOCC3)N(c3ccccc3)C2=O)cc1 (stereo not given),-10.4,0.6
0.8,-0.9,47.3,-8.3,1.1,-7.3,11.1,CCS(=O)(=O)c1ccc2c(c1)N(S(=O)(=O)c1ccccc1)CC(C(=O)O)O2 (stereo not given),13.1,-0.4
0.5,1.2,-10.2,-2.0,6.7,-3.9,7.2,CN(CCc1cn[nH]c1)Cc1nc(Cc2ccccc2F)no1,/,0.7
10.1,18.1,-10.8,-8.9,6.2,-7.3,12.7,O=C(Nc1cccs1)Nc1c(F)c(F)cc(F)c1F,-11.6,3.0
0.0,-0.3,-12.6,-1.7,11.4,-0.9,7.8,O=C(O)C1CSC2(CCN(Cc3ccccc3)CC2)N1 (stereo not given),10.6,-0.1
2.7,-1.1,12.3,1.2,-0.1,-1.9,18.7,COCCN1Cc2cccc(C(=O)N3CCN(c4cc(C)ccc4C)CC3)c2C1=O,-7.2,0.2
4.1,-1.2,2.4,-3.8,4.4,-2.0,5.3,N#Cc1ccccc1NC(=O)CC1c2ccccc2Oc2ccccc21,-8.8,0.2
3.6,-0.9,-8.6,-1.0,23.1,/,7.1,O=C(CCn1cnnn1)Nc1ccc(Cl)c(Cl)c1,0.7,-2.2
-0.4,0.8,12.2,-4.9,-6.8,-3.3,4.3,C#CCNC(=O)C1=C[C@H](C(C)(C)C)C[C@H](OCc2ccc(CO)cc2)O1,1.2,0.5
-5.9,/,-16.8,/,20.8,5.6,0.8,CCn1c(SCC(=O)NNC(=O)c2ccc(OC)cc2)nnc1-c1ccco1,-4.9,0.9
-1.4,1.0,-5.2,1.4,-0.8,-4.2,9.5,CCOC(=O)C1=NN(c2ccc(C)cc2)C2(S1)SC(C(C)=O)=C(C)N2c1ccccc1 (stereo not given),-2.8,5.5
2.4,-7.9,14.4,-23.2,0.0,2.3,0.1,O=c1c(Oc2ccccc2Br)c(C(F)(F)F)oc2c(CN3CCCC3)c(O)ccc12,4.8,-1.8
4.9,-4.6,22.1,16.1,1.0,1.0,11.9,C[N+]12CCCCC1C(COC(=O)c1ccc3c(c1)OCO3)CCC2 (stereo not given),0.2,-0.9
-4.5,-1.2,50.3,0.9,-1.9,-3.0,8.0,CC(C)(C)c1cc(C(=O)O)c(CN2CCCCC2)o1,2.1,-1.4
6.8,0.9,3.6,-5.6,2.3,-3.8,14.3,Cc1cccc(/C=N/NC(=O)c2cc3c(s2)-c2ccccc2CC3)c1,-35.6,0.4
3.2,7.4,-7.2,-5.3,4.9,-8.0,11.2,O=C(Nc1ccc2c(c1)CCC2)C1CCN(c2c3c(nc4ncnn24)CCC3)CC1,-14.3,-3.4
-5.5,-2.5,8.8,-0.5,1.1,-10.1,1.6,COc1cccc(-c2nc(CS(=O)(=O)CC(=O)N3CCN(C4CCCCC4)CC3)c(C)o2)c1,-6.2,5.3
16.5,1.0,-9.7,-4.6,-5.8,-5.9,21.0,CCOCCn1c(CN2CCN(CC)CC2)nc2c1c(=O)n(C)c(=O)n2C,-11.7,0.2
-1.7,1.0,6.2,-5.1,75.0*,5.8,3.8,CC(Oc1ccc(-n2cnnn2)cc1)C(=O)O (stereo not given),-15.6,-2.5
5.9,-1.3,57.4[fluorescence artefact?],-1.0,3.2,6.3,11.6,COc1ccc2nc(C)cc(SCC(=O)NNC(=O)COc3cccc4ccccc34)c2c1,0.4,-1.4
-1.9,-3.1,1.5,-4.0,0.1,-4.9,4.7,CCOC(=O)c1nn(-c2cccc(OC)c2)c2nc(CC)c(C#N)c(=O)n12,-12.7,-0.8
3.4,-1.7,7.4,-3.5,13.6,0.6,13.1,O=C(Nc1ccc2nc(-c3cccs3)[nH]c2c1)c1ccco1,-30.0,2.5
10.3,0.0,9.2,1.2,-0.3,5.8,11.0,CCOc1cc(S(=O)(=O)NCC2OCCc3ccccc32)c(OCC)cc1-n1cnnn1 (stereo not given),11.1,-2.5
-3.3,-1.0,-0.4,-1.0,1.0,-8.3,-1.8,Cc1ccc(NC(=O)N(Cc2cccs2)Cc2cc3cc4c(cc3[nH]c2=O)OCO4)cc1,-11.9,0.7
2.9,-1.7,10.3,-2.2,19.0,2.7,11.1,CCN(c1ccccc1)S(=O)(=O)c1ccc(Cl)c(NC(=O)CN2C(=O)NC3(CCCC3)C2=O)c1,9.2,-1.8
-2.4,0.1,-16.5[fluorescence artefact?],-0.1,1.6,-4.0,4.4,CCSc1nnc(NC(=O)C2CCN(S(=O)(=O)c3ccccc3C(F)(F)F)CC2)s1,-24.7,-0.8
-1.8,2.7,30.4,-6.3,22.6,-4.2,1.7,O=C1C(Cl)=C(NS(=O)(=O)c2ccc([N+](=O)[O-])cc2)C(=O)c2ccccc21,0.8,2.0
5.6,6.3,6.1,1.9,1.0,4.9,22.1,Cc1ccc(C(=O)NC(=S)Nc2ccc(Oc3ccc(Cl)cc3)cc2)cc1,1.2,2.4
-0.1,-0.3,-9.0,0.2,20.6,-6.4,11.1,CC(=O)c1cccc(NC(=O)N2CCCC(C(=O)c3cc(F)ccc3F)C2)c1 (stereo not given),0.6,-0.6
-4.7,-0.6,-12.9[fluorescence artefact?],6.2,-0.3,-9.0,1.1,COc1cc(/C=C/C(=O)OCC(=O)NC(=O)NC23CC4CC(CC(C4)C2)C3)ccc1OCC#N,-18.4,-0.8
2.3,1.1,20.1,-2.7,-1.1,3.5,24.1,O=C(NCc1ccco1)C1CC(c2c(Cl)cccc2Cl)=NO1 (stereo not given),-7.3,-0.9
-9.1,1.8,3.7,-1.7,0.5,-6.4,-0.8,CCN(CC)CC(O)COc1ccc2c(c1)OCO2 (stereo not given),7.0,1.8
-4.1,-1.2,1.1,-2.2,9.3,0.5,7.6,O=C(Nc1ccc(S(=O)(=O)N2CCc3ccccc3C2)cc1)C1CCCO1 (stereo not given),-14.3,-1.5
1.7,0.6,1.6,3.8,17.4,-1.9,8.1,COC(=O)c1ccc(NC(=O)[C@H](C)NC(N)=O)cc1,0.9,-0.7
1.5,1.8,7.3,-2.7,0.7,4.0,13.6,O=C(C1CCC(C(=O)N2CCc3ccccc32)CC1)N1CCc2ccccc21 (stereo not given),-7.2,-2.8
7.4,3.1,/,-2.6,0.5,-2.9,9.9,CN(CC(N)=O)S(=O)(=O)c1ccc(F)cc1,-2.5,0.0
2.1,2.8,-9.2,1.4,-0.7,-4.3,19.1,Cc1ccc(S(=O)(=O)CC(=O)c2ccccc2)cc1,-9.4,-0.9
3.5,2.4,-1.3,-18.5,37.6,-2.1,9.2,Cc1cc(/C=C(/C#N)c2nc3ccccc3[nH]2)c(C)n1-c1cc(C(=O)O)cc(C(=O)O)c1,-0.4,-0.1
-8.5,3.4,-3.7,2.7,0.5,-18.5,-2.6,CCCCC(=O)NC1(C(F)(F)F)C(=O)Nc2c1c(=O)[nH]c(=O)n2Cc1ccco1 (stereo not given),-22.7,0.1
3.1,-1.4,-6.8,0.1,0.9,-2.3,-0.7,CCC(C)n1nccc1NC(=O)C(C)OC(=O)c1cc2ccccc2[nH]1 (stereo not given),0.3,-1.9
-10.9,-0.1,-13.8,-0.1,1.0,0.0,-0.1,C=CCn1c(CCNC(=O)c2cccs2)nnc1SCC(=O)c1ccc(Cl)cc1,-3.9,-0.4
-4.8,3.9,9.3,-0.1,1.8,-5.0,4.2,CC1CN(C(=O)CSc2nc(-c3ccccc3)cs2)CC(C)O1 (stereo not given),0.9,2.1
-6.4,-5.8,23.2,-11.2,8.6,-3.8,-4.7,COc1cccc(N=Nc2c(N)[nH]n3c(=O)cc(-c4ccccc4)nc23)c1,-61.1,-2.1
1.1,-1.3,2.6[fluorescence artefact?],2.6,3.0,-2.9,7.2,OC(COc1ccc2ccccc2c1Cl)CN1CCOCC1 (stereo not given),-2.6,0.7
-3.2,75.5*,22.3,62.8*,10.1,-10.0,-5.7,O=C(Cn1c2ccccc2c(=O)c2ccccc21)Nc1cccc(F)c1,-19.4,-5.2
3.8,-1.1,-18.8,0.3,22.5,-5.6,9.3,CC(=O)N1CCN(c2cc3c(cc2F)c(=O)c(C(=O)O)cn3C2CC2)CC1,-2.5,-3.2
